OXTR potentiate: human OXTR potentiators, primary screen, fluorescence, CHO-OTR cells, Fluo-8 calcium. Oxytocin receptor (Homo sapiens), P30559. Fluo-8 calcium fluorescence, potentiator mode; 0% = oxytocin EC15, 100% = EC100. activation, % at 3 µM. hit rate 0.061% among 320,000;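 active means activation above that plate's cutoff, the mean activation of tested compounds plus 3 SD, cut at about 6.6% in these data, passing the limit was not always enough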;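 further: 100% uses oxytocin at 75 nM as the full agonist control; some results filed as inactive read as strong as hits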
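Dosing: Single dose, 3.0 µM nominal final compound concentration | Material: Human OTR in CHO cells | Technique: Kinetic Fluo-8 calcium fluorescence | Benchmarks: EC15 oxytocin alone as 0%, 75 nM oxytocin as 100% | Probe or stimulus: Oxytocin at about EC15, sub-maximal agonist stimulus | Incubation: Compound 6 min at room temperature before oxytocin, 100 s read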
TAAR1 antagonist: human TAAR1 antagonists, primary screen, Fluo-8 calcium fluorescence, CHO RD-HGA16 cells; inhibition, % at 3 µM; antagonist; hit rate 1.5% among 360,000;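 active means inhibition above a per-plate cutoff, the mean inhibition of test compounds on that plate plus 3 SD, cut at about 49% in these data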;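 further: 0% = DMSO plus EC80 beta-PEA response and 100% = DMSO alone without agonist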
Target sequence (Q96RJ0 whole entry, looked up): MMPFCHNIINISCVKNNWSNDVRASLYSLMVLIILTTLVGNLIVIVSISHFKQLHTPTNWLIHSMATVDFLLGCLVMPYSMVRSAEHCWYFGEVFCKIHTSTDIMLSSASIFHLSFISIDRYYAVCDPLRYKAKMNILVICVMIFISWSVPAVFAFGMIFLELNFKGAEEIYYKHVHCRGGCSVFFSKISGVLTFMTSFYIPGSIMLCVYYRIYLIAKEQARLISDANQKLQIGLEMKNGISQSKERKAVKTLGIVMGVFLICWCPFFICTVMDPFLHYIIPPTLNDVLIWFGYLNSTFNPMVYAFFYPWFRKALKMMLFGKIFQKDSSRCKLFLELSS
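Test system: RD-HGA16 CHO cells with stable hTAAR1 and Gα16 / Probe or stimulus: EC80 β-phenethylamine stimulus / Times: seeding 17-24 h prior, 75-min 37 °C, 30-min RT dye loading / Detection: Fluo-8 calcium-sensitive fluorescence / Read-out basis: % inhibition scaled between DMSO and EC80 PEA controls / Repeats: singlicate, one well per test compound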
M1 ag parental: counter-screen for M1 agonists: effect in parental CHO-K1 cells | Fluo-8 calcium fluorescence; scaled to maximal ATP response, vehicle zero | activation, % at 3 µM | hit rate 0.48% among 360,000 | AID 602248, 2012; in the data active means activation above about 15%;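 further: untransfected CHO-K1 host cells lacking M1 receptor as counterscreen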
CHO-K1 Ca PAM: nonselective calcium activators in parental CHO-K1 cells, primary screen, counter-screen for M1 PAM project, cell-based, Fluo-8 calcium fluorescence, full deck, 1536-well; ATP EC20; 0% at ATP EC20, 100% at ATP max; activation, % at 3 µM; hit rate 0.02% among 360,000;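 active means activation above the run cutoff, the mean activation of all test compounds plus 3 SD, cut at about 40% in these data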;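 further: peak over basal fluorescence ratio in a 140 s read after ATP addition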
CHO-K1 Ca antag: M1 antagonist counterscreen hit in parental CHO-K1 cells; hit rate 0.6% among 360,000; inhibition, % at 3 µM; ATP-induced calcium, Fluo-8 fluorescence; AID 602250;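 active means inhibition above a per-plate cutoff, the plate's mean sample inhibition plus 3 SD, cut at about 24% in these data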;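 further: 0% = DMSO plus EC80 ATP and 100% = DMSO alone without ATP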
V1R ag counter: agonists of human V1a receptor, primary screen, counter-screen for OXTR agonist project, fluorescence, CHO-V1R cells. hit rate 0.25% among 320,000. AID 2797, 2010. Fluo-8 calcium fluorescence, agonist mode; 0% DMSO, 100% 3 nM vasopressin. activation, % at 3 µM;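 active means activation above the mean activation of all tested compounds plus 3 SD, per screening run, cut at about 20% in these data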;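 further: signal is peak over basal fluorescence ratio across a 100 second FLIPR read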
M1 ag: human M1 muscarinic receptor agonists, primary screen, Fluo-8 calcium fluorescence, CHO-K1 cells, HTS; CHO-K1 hM1, agonist mode; 0% DMSO, 100% acetylcholine EC100; activation, % at 3 µM; hit rate 0.33% among 360,000;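 active means activation above the run's mean compound activation plus 3 SD, cut at about 16% in these data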;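 further: peak over basal fluorescence ratio within a 140 s kinetic read after compound addition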
Target sequence (P11229 whole entry, looked up): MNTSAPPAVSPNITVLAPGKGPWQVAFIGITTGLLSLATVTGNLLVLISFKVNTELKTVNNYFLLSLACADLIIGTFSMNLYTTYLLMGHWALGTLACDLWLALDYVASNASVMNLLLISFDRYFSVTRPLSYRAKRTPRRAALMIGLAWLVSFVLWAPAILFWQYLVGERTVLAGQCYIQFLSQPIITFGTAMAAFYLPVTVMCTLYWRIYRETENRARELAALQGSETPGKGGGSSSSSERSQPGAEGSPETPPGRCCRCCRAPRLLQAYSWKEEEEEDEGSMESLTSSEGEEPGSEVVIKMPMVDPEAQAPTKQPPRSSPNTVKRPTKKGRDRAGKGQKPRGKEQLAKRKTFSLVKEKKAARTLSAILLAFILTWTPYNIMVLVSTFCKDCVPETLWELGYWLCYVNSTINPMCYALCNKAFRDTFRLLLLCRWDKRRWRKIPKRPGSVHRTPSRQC
TAAR1 agonist: human TAAR1 agonists, primary screen, Fluo-8 calcium fluorescence, CHO RD-HGA16 cells | hit rate 0.99% among 360,000 | vehicle wells 0%, saturating PEA agonist 100% | activation, % at 3 µM | Trace amine-associated receptor 1 (Homo sapiens), Q96RJ0;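 active means activation above the mean activation of all test compounds in the run plus 3 SD, cut at about 38% in these data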
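System: CHO-derived RD-HGA16 cells with stable Gα16 and human TAAR1. Times: 17-24 h plating, Fluo-8 75 min 37 °C, 30 min RT. Measured by: calcium-sensitive Fluo-8 signal, excitation 470-495, emission 515-575 nm. Read-out basis: % activation relative to PEA EC100 response. Control set: DMSO and PEA EC100. Repeats: no replicates (n 1).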
CHO parental Ca: ATP-evoked calcium signal inhibitors, parental CHO, primary screen, counter-screen for OX1R antagonist project, cell-based, fluorescence, Fluo-8 calcium dye | hit rate 0.63% among 330,000 | parental CHO-K1, ATP-induced calcium, Fluo-8 fluorescence | inhibition, % at 5.6 µM;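 active means inhibition above that plate's mean sample inhibition plus 3 SD, cut at about 26% in these data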;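 further: 0% = ATP-challenged DMSO wells and 100% = DMSO wells without ATP; some compounds past the cut are filed as inactive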
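Assay system: untransfected parental CHO cell line. Also added: ATP agonist challenge. Dosing: one dose, 5.6 µM nominal. Measured by: Fluo-8 fluorescence. Read-out: % inhibition. Benchmarks: ATP wells versus no-ATP DMSO wells. Repeats: no replicates.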
Active calls of the source: *; · = not tested or not shown.

SMILES	OXTR potentiate	TAAR1 antagonist	M1 ag parental	CHO-K1 Ca PAM	CHO-K1 Ca antag	V1R ag counter	M1 ag	TAAR1 agonist	CHO parental Ca
Cc1ccc(NC2CCCN(C(=O)c3cccs3)C2)cc1C (configuration not stated)	-1	-23	-0.6	1	-8	-0.4	4	7	-16
COC(=O)C(C)(C(=O)OC)c1ccccc1[N+](=O)[O-]	-3	4	0.3	20	-8	0.7	-2	13	-7
O=C(CSc1nnc(-c2ccco2)n1CC1CCCO1)c1ccc(F)cc1 (configuration not stated)	-7	9	0.4	-5	8	-0.9	-1	2	-5
O=C(NCC(c1ccco1)N1CCCC1)c1cccc(S(=O)(=O)N2CCCCC2)c1 (configuration not stated)	·	-14	0.8	0	-5	·	-9	1	·
Cc1cc(NC(=O)CN(C)S(=O)(=O)c2cnc[nH]2)ccc1Br	-10	3	2.8	-12	-6	0.1	-1	8	0
N=C(N)CCCOc1ccccc1-c1ccccc1	3	-2	0.4	21	-7	0.0	-13	1	-10
Cc1c(C(=O)OC(C)C)sc2nc[nH]c(=O)c12	9	-1	1.4	15	-14	0.7	-6	4	-1
CCc1cccc(NC(=O)CCC(=O)O)c1	-6	-17	0.8	3	6	-0.4	-5	12	3
O=C(CSCCNS(=O)(=O)c1ccccc1)Nc1ccccc1	-3	-17	0.6	13	1	1.7	-3	1	-6
Cc1ccc(-c2nc3c(c(=O)c4ccccc4n3C)c(=O)n2-c2ccccc2)cc1	-9	-11	0.3	18	-7	1.4	-3	2	-7

4 neighbouring entries already listed:
SMILES	OXTR potentiate	TAAR1 antagonist	M1 ag parental	CHO-K1 Ca PAM	CHO-K1 Ca antag	V1R ag counter	M1 ag	TAAR1 agonist	CHO parental Ca
Cc1ccc(NC2CCCN(C(=O)c3cccs3)C2)cc1C (configuration not stated)	-1	-23	-0.6	1	-8	-0.4	4	7	-16
COC(=O)C(C)(C(=O)OC)c1ccccc1[N+](=O)[O-]	-3	4	0.3	20	-8	0.7	-2	13	-7
O=C(CSc1nnc(-c2ccco2)n1CC1CCCO1)c1ccc(F)cc1 (configuration not stated)	-7	9	0.4	-5	8	-0.9	-1	2	-5
O=C(NCC(c1ccco1)N1CCCC1)c1cccc(S(=O)(=O)N2CCCCC2)c1 (configuration not stated)	·	-14	0.8	0	-5	·	-9	1	·

(listing goes on)
SMILES	OXTR potentiate	TAAR1 antagonist	M1 ag parental	CHO-K1 Ca PAM	CHO-K1 Ca antag	V1R ag counter	M1 ag	TAAR1 agonist	CHO parental Ca
Cc1cc(=O)oc2cc(OCC(=O)c3ccc4c(c3)NC(=O)CO4)ccc12	-9	-8	0.0	18	-8	-0.3	-1	7	-10
CCOC(=O)C1=C(C)N=c2sc(=Cc3cc(Cl)c(OCC(=O)O)c(OC)c3)c(=O)n2C1c1ccccc1Cl (configuration not stated)	·	-6	0.3	15	-1	·	0	2	·
CCc1nnc(NC(=O)C2CCCN2C(=O)Nc2ccc(C)cc2)s1 (configuration not stated)	-6	-15	2.1	4	-10	0.4	-5	1	-4
CC1=C(C(=O)Nc2cc(C(=O)NCCCOC(C)C)ccc2C)SCCO1	-3	-11	0.4	2	-13	-1.1	-3	0	-4
Cc1ccc(-c2ccc(=O)n(CC(=O)Nc3cccc(C(=O)N4CCN(C)CC4)c3)n2)cc1	2	5	-0.3	6	-7	0.3	-6	2	-16
CCn1nc(C)cc1C(=O)N1CCCC(C(=O)c2ccc(OC)cc2C)C1 (configuration not stated)	-7	-3	3.5	9	-13	4.9	0	0	-19
O=C(Nc1cc(C(F)(F)F)ccc1N1CCCCC1)c1ccc(Br)o1	-4	-11	0.5	15	-2	0.0	-2	4	-8
COc1ccc(C(=O)Nc2ccccc2-c2nnn(CC(N)=O)n2)cc1	·	-2	0.6	-11	-5	·	-3	0	·
Fc1cnc(N2CCOCC2)nc1NCc1ccccc1	-3	6	1.1	9	-1	-0.5	-6	0	-7
C=CCn1c(SCC(=O)N2CCCCC2)nc(O)cc1=O	2	-13	0.7	9	-16	-0.5	5	16	-4
CCc1ccc2c(c1)C(NC(C)=O)C(=O)N2CC (configuration not stated)	-6	6	-0.2	2	2	0.4	-1	0	4
CCOC(=O)CN[C@H]1CCC2C3CC=C4C[C@@H](O)CC[C@]4(C)C3CC[C@@]21C (some centres not stated)	1	-22	1.3	21	-21	2.9	-7	1	-18
Cc1nn(C)c(C)c1NC(=O)Nc1cccc(C(F)(F)F)c1	-6	-4	0.6	-6	-5	-0.1	-2	6	-6
Cc1noc(/C=C/N(C)C)c1S(=O)(=O)N1CCN(c2ccc(F)cc2)CC1	-10	-15	0.3	-3	-3	0.8	-1	2	-2
NC(=O)NNc1ncc(C(F)(F)F)cc1Cl	3	12	0.1	-7	5	3.1	-3	1	2
CCN(CC(=O)Nc1ccc(NC(C)=O)cc1)C(=O)CSC(=S)N1CCCC1	-2	14	0.3	9	-11	0.9	-7	1	-1
Cc1ccccc1CN(C)C(C)C(=O)NCc1ccccc1 (configuration not stated)	·	-7	-0.5	-3	-2	·	-7	-1	·
CCC(C)NC(=O)C(Sc1ccccc1)c1ccccc1 (configuration not stated)	-7	-2	0.5	5	-4	-1.1	-10	5	-24
COc1ccc(OC)c2sc(N3CCN(C(=O)c4ccc5ncsc5c4)CC3)nc12	-3	15	2.1	-15	-2	0.6	-6	5	-22
CCOC(=O)c1cc(C#N)c(N2CCN(c3ccc(OC)cc3)CC2)[nH]c1=O	-6	-4	-0.1	-3	5	0.0	-2	0	1
COc1ccc(C(CNC(=O)c2ccco2)N2CCOCC2)cc1 (configuration not stated)	7	-4	-0.2	5	-5	0.8	-1	2	-17
CC(C)(C)NC(=O)c1c(F)c(F)c(F)c(F)c1F	-9	6	0.1	14	-4	0.9	-4	1	-2
C=CCNc1nc(NCCO)nc(N2CCCC2)n1	-10	9	0.5	11	-16	0.0	-3	0	-11
Cc1nn(CCC#N)c(NC(=O)c2ccc(Cl)cc2Cl)c1P(=O)(Nc1ccc([N+](=O)[O-])cc1)N1CCOCC1 (configuration not stated)	-5	10	0.0	13	-6	-1.1	-4	19	-14
CC(NC(=O)CCNS(=O)(=O)c1ccc2c(c1)c(=O)n(C)c(=O)n2C)c1ccccc1 (configuration not stated)	-5	4	0.1	11	-10	-0.2	-6	0	-5
O=C(NC1CC1)C1=C[C@H](c2coc3ccccc3c2=O)C[C@H](OCc2ccc(CO)cc2)O1	2	18	0.5	15	-19	-1.8	-5	5	-9
CC(=O)c1c(N2CCOCC2)nc2ccc(Br)cc2c1-c1ccccc1	-6	-19	0.1	-14	6	-0.4	-1	0	-18
O=C(NC(=S)Nc1ccc(CN2CCCCC2)cc1)c1ccco1	-9	-1	1.6	26	-3	0.2	-12	6	-13
Cc1ccc(OCC(=O)Nc2cccc(S(=O)(=O)N3CCCC3)c2)cc1C	·	10	4.1	-1	-6	·	-4	1	·
O=C1CC(CC(=O)N/N=C/c2ccccc2[N+](=O)[O-])=NN1	-4	-11	-0.1	15	1	0.8	-5	0	-18
Nc1[nH]c(C(=O)c2ccccc2)c(-c2ccc(Br)cc2)c1C(=O)NCCc1c[nH]c2ccccc12	·	-2	-0.1	12	-17	·	·	14	·
COc1ccc([C@H]2CC(=O)C=C(/C=C/Cc3ccccc3)C2)cc1	-4	20	0.1	13	-18	1.1	-2	11	-22
Cc1cc(C)cc(NC(=O)C(NCC2CCCO2)c2ccccc2)c1 (configuration not stated)	3	-3	0.3	11	0	0.8	-7	2	-17
O=C(c1cc(-c2ccccc2)nc2ccccc12)N1CCN(C2CCS(=O)(=O)C2)CC1 (configuration not stated)	2	3	4.3	7	-20	6.4	-2	11	-7
O=C(NN=Cc1ccccc1O)C(O)c1ccccc1 (configuration not stated)	·	-24	0.8	21	-11	·	-1	13	·
CCn1c(N2CCN(C(=S)NCC(C)C)CC2)nc2ccccc21	-3	13	7.1	10	-12	2.4	-7	9	-7
OCCNc1nc(Nc2cccc(O)c2)nc2ccccc12	-1	84*	0.6	10	-3	0.1	-8	97*	-2
COC(C[C@@H](O)[C@@H](C)[C@@H](O)COCc1ccccc1)OC	·	-1	0.2	0	-2	·	-4	8	·
Cn1c(NC(=O)c2ccc(F)cc2)c(-c2ccccn2)c(=O)c2ccccc21	-8	-11	0.2	17	-6	0.2	-4	0	-18
c1ccc2c(c1)nnn2-c1ncnc2sc3c(c12)CCCC3	-2	-6	-0.8	12	-21	-1.0	-13	0	-26
CN(C)CCN(C(=O)c1ccc2c(c1)OCCO2)c1nc2ccc(Cl)cc2s1	-9	23	0.2	-19	7	0.0	-3	2	-10
CC(C)(C)Nc1nc(OCC(F)(F)F)nc(OCC(F)(F)F)n1	-5	6	0.1	3	-4	0.5	-4	6	-6
COc1cccc(C(=O)OCc2cc(=O)oc3c(C)c(C)ccc23)c1OC	2	-12	1.8	23	-9	2.3	-2	0	-10
CSCCC(NC(N)=O)C(=O)N(C)CC(=O)Nc1cc(C)ccc1C (configuration not stated)	-2	0	0.3	11	-4	-0.8	-3	10	-3
CCc1nc2sc3c(c2c(=O)n1N)CCC3	-5	-18	-0.5	4	3	0.0	-3	0	-10
CCNC(=S)NNC(=O)c1cc(-c2ccc(OCC)cc2)nc2ccccc12	-2	22	2.8	10	-8	1.3	-4	8	-33
COc1ccccc1NC(=O)COc1ccc(Br)cc1CNC1CCCC1	-9	12	14	17	-9	2.8	-4	9	-20
O=C(COc1ccc2c3c(c(=O)oc2c1)CCC3)NCC(O)c1ccccc1 (configuration not stated)	-5	-3	0.6	2	-6	0.3	-5	0	-9
O=C(Nc1ccccc1)Nc1ccc(F)c([N+](=O)[O-])c1	-16	-1	15*	-2	22	9.9	2	20	19
COc1cccc(N2CCN(S(=O)(=O)c3c(C)[nH]c(C)c3C(=O)N3CCCCC3)CC2)c1	-7	-12	-0.2	-7	-2	1.6	4	2	-15
COC(=O)c1nnn(-c2nonc2N)c1COc1ccc(C=O)cc1OC	-1	-8	1.9	20	-16	1.0	-3	1	-3
